# IP6K1 inh = blocks human inositol hexakisphosphate kinase 1; Q92551; activity change, % (series mostly up to about 58 µM); 140,000 tested, 0.81% active; IP6K1 kinase, ADP-Glo luminescence, 2 h; stronger effect = lower value; in the data active means activity change below about -25%
#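 ADP-Glo luminescence measures ADP made by human IP6K1 during a 2 h RT reaction with ATP/IP6 (mix at 1.3 mM/130 uM); top library doses 57.5 and 19.1 uM final.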
# FLuc inh = inhibitors of firefly (Photinus pyralis) luciferase; purified P. pyralis luciferase, luminescence, biochemical; Potency, µM (highest dose often 115 µM), for the others: top-dose activity change, negative = inhibition, most hits filed as inhibitors; P08659; 76,000 tested, 2.5% active; further: potency means the concentration at half of the fitted maximal effect; nearly all actives have a fitted effect of over 65% in size
# Target sequence (P08659 whole entry, looked up): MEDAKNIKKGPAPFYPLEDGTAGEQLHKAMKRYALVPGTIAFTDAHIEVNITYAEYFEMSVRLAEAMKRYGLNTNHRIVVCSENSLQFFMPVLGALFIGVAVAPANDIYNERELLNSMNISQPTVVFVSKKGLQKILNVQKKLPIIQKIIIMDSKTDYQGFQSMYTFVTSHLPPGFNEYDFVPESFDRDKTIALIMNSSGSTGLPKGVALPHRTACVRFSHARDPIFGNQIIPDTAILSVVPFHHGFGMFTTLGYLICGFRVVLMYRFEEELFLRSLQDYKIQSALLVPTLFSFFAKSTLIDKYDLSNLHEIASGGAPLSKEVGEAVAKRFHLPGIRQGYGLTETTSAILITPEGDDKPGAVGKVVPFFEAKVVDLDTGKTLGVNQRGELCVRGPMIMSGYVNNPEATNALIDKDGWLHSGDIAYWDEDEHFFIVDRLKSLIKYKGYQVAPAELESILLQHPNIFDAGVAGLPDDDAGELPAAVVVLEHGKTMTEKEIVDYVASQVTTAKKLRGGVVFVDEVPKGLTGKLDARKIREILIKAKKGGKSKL
#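 FLuc 10nM, D-luciferin 10uM, ATP 10uM, Mg acetate 10mM, Tris acetate pH 7.5, Tween/BSA; cpd qHTS; enzyme added last; CCD luminescence.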
# SNCA expr inhib = reduces expression of the alpha-synuclein gene | HEK-293 SNCA-luciferase knock-in, luminescence, 24 h | Potency, µM (series often up to 57.2 µM), inactives show top-dose activity change, negative = inhibition, actives largely listed as inhibitors | 140,000 tested, 0.17% active;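 further: potency means the concentration at half of the fitted maximal effect; plate controls were DMSO cells for no effect and cell-free wells for full effect; nearly all actives have a fitted effect of over 45% in size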
# GPT2 inh = blocks human glutamate pyruvate transaminase 2; AID 1671188; 100,000 tested, 0.25% active; Recombinant GPT2, coupled pyruvate oxidase/HRP Amplex Red fluorescence; Potency, µM (titrated, usually from 57.7 µM), for inactives: at the top dose activity change, negative = inhibition, hits mostly inhibitors; Q8TD30; further: potency means the concentration at half of the fitted maximal effect; nearly all actives have a fitted effect of over 60% in size; many of its hits are not listed in these tables
# Target sequence (Q8TD30 whole entry, looked up): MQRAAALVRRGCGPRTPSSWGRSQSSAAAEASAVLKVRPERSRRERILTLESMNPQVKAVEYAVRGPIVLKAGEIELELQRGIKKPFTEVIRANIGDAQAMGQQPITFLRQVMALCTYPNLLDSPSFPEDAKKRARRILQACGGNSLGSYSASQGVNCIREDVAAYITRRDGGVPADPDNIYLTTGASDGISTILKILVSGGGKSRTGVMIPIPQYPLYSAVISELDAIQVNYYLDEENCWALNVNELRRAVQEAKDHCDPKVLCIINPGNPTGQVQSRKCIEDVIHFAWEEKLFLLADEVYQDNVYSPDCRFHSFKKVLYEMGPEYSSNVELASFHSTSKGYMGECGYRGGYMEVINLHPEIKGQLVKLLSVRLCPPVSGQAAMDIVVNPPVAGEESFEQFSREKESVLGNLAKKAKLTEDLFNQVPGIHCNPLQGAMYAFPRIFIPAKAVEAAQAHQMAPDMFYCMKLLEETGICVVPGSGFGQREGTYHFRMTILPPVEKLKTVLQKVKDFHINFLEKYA
#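 Fluorescence of coupled pyruvate oxidase/HRP/Amplex Red system (50uM Amplex, 30 min, dark) reports pyruvate formed by GPT2. Enzyme reaction: 10ng/uL GPT2, 2mM L-alanine, 250uM a-KG, 30 min room temperature, pH 7.5; 50uM AOA control.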
# HEK cytotox = kills HEK 293 cells. HEK 293 viability, ATP luminescence (CellTiter-Glo), 48-72 h. 94,000 tested, 6.6% active. Potency, µM (doses to about 115 µM), for inactives: top-dose activity change, negative = cytotoxicity, usual class: inhibitors; further: potency means the concentration at half of the fitted maximal effect; nearly all actives have a fitted effect of over 60% in size
#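 qHTS cytotoxicity; HEK 293, 250 cells/well; compound pinned; 48 or 72 hr, 37 degree Celsius, 5% CO2, 95% humidity; CellTiter-Glo, 10 min RT; luminescence (ATP).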
# NIH3T3 tox = NIH 3T3 cell cytotoxicity. NIH 3T3 viability, CellTiter-Glo ATP luminescence, 48-72 h. Potency, µM (top dose mostly 96.7 µM), for the others: top-dose activity change, negative = cytotoxicity, most hits filed as inhibitors. AID 1345082. 94,000 tested, 4.3% active; further: potency means the concentration at half of the fitted maximal effect; nearly all actives have a fitted effect of over 55% in size
#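 ATP-dependent luminescence (CellTiter-Glo) served as the viability signal for NIH 3T3 cells treated with compound for 48 or 72 hr at 37 °C.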
# SNCA viab count = cell viability loss counter-screen; HEK-293-SNCA-luc viability, GF-AFC fluorescence, 24 h; 150,000 tested, 0.12% active; Potency, µM (highest dose often 57.1 µM), for inactives: at the top dose activity change, negative = cytotoxicity, most hits filed as cytotoxic; AID 1671193;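 further: potency means the concentration at half of the fitted maximal effect; 0% = DMSO-treated cells and -100% = medium-only wells without cells; nearly all actives have a fitted effect of over 30% in size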
#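 HEK-293-SNCA-luc cells (1500/well) plated 24 h, then exposed 24 h to a dilution series; GF-AFC added 30 min at 37C, fluorescence 405/540 nm; normalised to medium-only and DMSO wells, Hill fit.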
# * marks the source's active call; other numbers are inactive results; i = inactive; u = inconclusive; x = not tested or not shown; & = joins results of further samples; [ ] = dose if it differs, or a comment. Unless noted, the call rests on the fitted dose curve; in most records, active means well fitted curve in the direction sought with a large enough effect; inconclusive means small, poorly fitted or top-dose-only effect, or another doubt; inactive means no such curve, though single readings can be large; an effect the other way counts as inactive or inconclusive. Unless noted, on the % scale 0 is the no-effect control and ±100 the full control effect.
SMILES,IP6K1 inh,FLuc inh,SNCA expr inhib,GPT2 inh,HEK cytotox,NIH3T3 tox,SNCA viab count
O=C1NC2(CCCN(Cc3cncs3)C2)Oc2ccccc21 (centres undefined),23,-3%[172 µM],-22%[87.6 µM],u,i,-11%[138 µM],-6%[87.6 µM]
O=C(NC1CCN(c2cc(-c3ccc(F)cc3)[nH]n2)CC1)c1ccc(OC(F)(F)F)cc1,29,5%,-24%,i,20µM*,28µM*,-14%
N#Cc1ccc(C(=O)N2CCc3n[nH]c(=O)n3CC2)cc1,-10,4%,1%,i,-23%,0%,-1%
O=C1N(Cc2cccnc2)C(=O)C2(CCN(Cc3cc(F)ccc3F)CC2)N1CCc1ccccc1,5,4%,u,-11%,40µM*,u,0%
COc1ccc(-c2noc(-c3ccc(N4CCN(C)CC4)c([N+](=O)[O-])c3)n2)cc1OC,22,x,83%[activator],x,x,x,-10%
CN(C)C(=O)CN1C(=O)CO[C@H](c2ccc(NC(=O)C3CC3)cc2)[C@H]1CO,0,-1%[172 µM],-25%[87.6 µM],i,-14%[172 µM],-16%[138 µM],3%[87.6 µM]
CCc1nncn1C1CCN(C(=O)c2cccc(C)c2)CC1,0,5%,u,i,-19%,-9%,-6%
CCOC(=O)Cc1ccc(NC(=O)N2CCN(Cc3nccn3C)CC2)cc1,-3,-15%,14%,-4%,-1%,1%,1%
O=C1N[C@H](CC(=O)N2CCC(c3nc4ccccc4[nH]3)CC2)C(=O)Nc2ccccc21,-4,-4%,-12%,i,10%,i,0%
Cc1ccccc1C(=O)N1CCCN(c2ccnc3ccnn23)CC1,3,x,-7%[87.6 µM],2%[88.5 µM],u,u,10%[87.6 µM]
CN(Cc1cccnc1)c1nc2c(c(=O)[nH]1)CCN(Cc1ccc(Br)o1)CC2,0,58%,-29%,i,u,u,3%
Cc1cccc(C(=O)N2CCC(c3nc(-c4cccn4C)no3)C2)c1 (centres undefined),2,x,9%,u,u,u,3%
CCn1cc(C(=O)N2CCN(c3ccccc3)CC2)c(=O)c2cc(S(=O)(=O)N(C)C)ccc21,28,x,11%,x,x,x,-6%
CC(C)N1CC2CCC(C1)N2Cc1cccc(C#N)c1,-4,6%[172 µM],u,i,-12%[172 µM],-32%[138 µM],u
O=C(Nc1cccc2ccccc12)O[C@@H]1CO[C@H]2[C@@H]1OC[C@@H]2NC(=S)Nc1cccc2ccccc12,8,-2%,-18%,i,u,u,-14%
Clc1ccc(C(Cn2ccnc2)OCc2ccc(Sc3ccccc3)cc2)c(Cl)c1 (centres undefined),2,x,-4%,-11%&-14%,x,x,-2%
O=C(O)[C@@H]1CN(Cc2ccccc2)C[C@@H]1C(=O)N1CCSCC1,3,-16%,-17%,-29%,-13%,-10%,20%
COc1ccccc1-c1cccc(C(=O)N2CCC[C@H]2C(=O)NCc2ccccc2F)c1,-1,x,7%,0%,u,-25%,1%[12.5 µM]
NC(=O)[C@@H]1CN(C(=O)c2ccco2)C[C@H]1COc1ccccc1,2,-7%,-9%,i,i,0%,4%
O=C(Cc1ccccc1)N1CCC2(CC1)CC(c1cccc(C(F)(F)F)c1)=NO2,-3,x,x,x,45µM*,u,x
Cc1cc(=O)[nH]c2nnc(SCc3ccc(Cl)c(Cl)c3)n12,-18,x,-6%,x,x,x,5%
Cc1ccc(C(=O)N2CCC3(CC2)N=C(c2cccc(Br)c2)NO3)cc1C,13,16%,-15%,i,u,u,-18%
COc1cc(C(=O)NC2CCN(c3cc(-c4ccc(Cl)cc4)[nH]n3)C2)cc(OC)c1OC (centres undefined),8,2%,-4%,u,u,u,-10%
COc1ccc(-c2nc3ccccc3s2)cc1NC(C)=O,-17,x,54%[activator],x,x,x,-7%
O=[S+]([O-])(c1cccnc1)c1nnn2c1nc(NC1CCCC1)c1ccccc12,0,x,12%,-1%,-1%,-29%,-2%
CCN1c2cc(C(=O)Nc3cccc(C(C)C)c3)ccc2C(=O)N2CCCCCC21 (centres undefined),11,1%,u,i,28µM*,32µM*,0%[12.5 µM]
COc1ccc(CN2CCC3(CN[S+](=O)([O-])c4ccccc4N3)C2)cc1 (centres undefined),4,6%,u,0%,-19%,-24%,-15%
CC(C)c1ccc(NC(=O)C2CCCN(S(=O)(=O)c3cccc4cccnc34)C2)cc1 (centres undefined),-14,x,u,x,x,x,-6%
COc1ccccc1N1CCN(c2nc3ccccc3n3cnnc23)CC1,19,x,52%[activator],x,x,x,3%
COC(=O)C1=CN(CC(=O)N2CCN(c3ccccc3)CC2)S(=O)(=O)N=C1C,-5,15%,11%,-1%,-4%,-7%,-1%
COc1ccc(NC(=O)COCc2cc(-c3ccco3)on2)cc1,5,x,9%,x,x,x,-6%
COC(=O)c1cnn(-c2ccc(C(=O)Nc3ccc(OC(F)(F)F)cc3)cc2)c1N,10,x,32%[activator],x,x,x,11%
Cc1ccc(C(=O)N2CCn3c(nn(-c4cccc(Cl)c4)c3=O)C2)cc1,21,x,-3%,-13%,u,-35%,-4%
C=CCNC(=O)N1CCC(O)(c2csc(CN3CCN(C)CC3)n2)CC1,7,-18%[172 µM],-17%[87.6 µM],-57%[88.5 µM],-2%[172 µM],-16%[174 µM],2%[87.6 µM]
Cc1ccc(-c2cccc(CN3CCCC3C(=O)NCc3ccc(F)cc3F)c2)cc1Cl (centres undefined),12,x,x,x,45µM*,u,x
CCCOc1ccc(CNC(=O)CCCn2nc(C)c3sc4ccccc4c3c2=O)cc1,-8,x,21%,x,x,x,6%
COc1ccc(-c2ccc(C(=O)N[C@H]3CCOC[C@H]3C3CCOCC3)o2)cc1,-8,-16%,26%,2%,-17%,u,15%
CC(=O)Nc1ccc(-c2nnc3n2CCCC3)cc1,-3,3%,1%,-5%,4%,i,13%
CN1CCN(CCCNC(=O)c2cnn(-c3ccccc3)c2C2CCN(C(=O)OC(C)(C)C)CC2)CC1,-18,x,-4%,x,x,x,1%
Cc1ccc(-c2cc3n(n2)CCCN(C(=O)c2cc(CN4CCOCC4)on2)C3)o1,6,x,-7%,2%,0%,1%,-14%

# Random excerpt: 2 entries already listed
SMILES,IP6K1 inh,FLuc inh,SNCA expr inhib,GPT2 inh,HEK cytotox,NIH3T3 tox,SNCA viab count
COC(=O)C1=CN(CC(=O)N2CCN(c3ccccc3)CC2)S(=O)(=O)N=C1C,-5,15%,11%,-1%,-4%,-7%,-1%
COC(=O)c1cnn(-c2ccc(C(=O)Nc3ccc(OC(F)(F)F)cc3)cc2)c1N,10,x,32%[activator],x,x,x,11%

# Next part
SMILES,IP6K1 inh,FLuc inh,SNCA expr inhib,GPT2 inh,HEK cytotox,NIH3T3 tox,SNCA viab count
CC1CCCCN1C(=O)C(NC(=O)c1cccs1)C1CCN(C(=O)C2CCCC2)CC1 (centres undefined),-7,-4%,-23%,-12%,-12%,u,-2%
CCc1cccc(CC)c1NC(=O)C(CC)n1nc(C)n2c(cc3cc(C)ccc32)c1=O (centres undefined),-22,x,22%,x,x,x,11%
O=C1COCCN1C1CCN(Cc2ccsc2)CC1,-10&-9,x,13%&4%[87.6 µM],4%[88.5 µM],1%[172 µM],5%[138 µM],0%&-1%[87.6 µM]
CCc1ccc2ncc3c(-c4ccc(C)cc4)nn(CC(=O)NCc4ccccc4)c3c2c1,16,x,17%,x,x,x,0%
Cc1ccccc1Cn1c(CN2CCC(C(=O)NCCc3ccccc3)CC2)cc2ccccc21,-9,x,1%,x,x,x,11%
O=C(COc1ccccc1F)NC1CC(=O)N(c2ccc3c(c2)OCCO3)C1 (centres undefined),20,x,u,x,x,x,-8%
O=C(CCc1c[nH]c2ccccc12)N1CCC2(CC1)CC(Cc1nc(C3CC3)no1)CCO2 (centres undefined),-10,-11%,-11%,u,u,u,-2%
Cc1cccc(-c2nc(CSCC(=O)N3CCN(c4ccccc4)CC3)c(C)o2)c1,17,x,-2%,x,x,x,-8%
O=C(Cn1nc2c(cc1=O)CCCCC2)Nc1ccc(Cl)cc1,4,3%,u,i,-25%,-24%,-7%
Oc1c(C(c2ccccc2Cl)N2CCCC2)sc2nc(-c3ccco3)nn12 (centres undefined),-7,x,-6%,x,x,x,-25%
O=C(CN1C(=O)CCSc2ccccc21)Nc1ccc(C(F)(F)F)cc1,-4,x,u,x,x,x,3%
Cc1ccc(Cl)c2sc(N3CCN(C(=O)C4CC4)CC3)nc12,23,x,-3%,x,x,x,-1%
Cc1noc(C)c1CC(=O)N1CCCCCC1c1nc(C2CC2)no1 (centres undefined),15,0%,4%,-47%,0%,-26%,-7%
Nc1ncccc1CN1CCN(C(=O)CO)CC(C(=O)O)C1 (centres undefined),3,-12%,2%,4%,i,4%,6%
COCCN1C(=O)[C@H]2CN(Cc3cccc(Cl)c3)C[C@H]2C1=O,3,-6%,-5%,i,-17%,-2%,-4%
O=C1NCCCCCCN(S(=O)(=O)c2cccs2)[C@H]2CCC[C@@H]12,-9,4%,-16%,0%,-25%,-8%,-1%
CC(C)(C)c1cnc([C@@H]2COCCN2Cc2ccc(Cl)cc2)[nH]1,8,0%[172 µM],-5%[87.6 µM],-8%[88.5 µM],u,u,-11%[87.6 µM]
CCNC(=O)N[C@H]1C[C@@H](Cc2cc(-c3ccccc3)on2)C1(C)C,-6,u,71%[activator][87.6 µM],-14%[88.5 µM],u,u,-6%[87.6 µM]
COc1ccc(-n2c(=O)c3c(C)c(C)sc3n(CC(=O)NCc3ccc(C)cc3)c2=O)c(OC)c1,-6,x,8%,x,x,x,u
COc1cccc(CC(=O)N2CCC3(CC2)CC(Cc2nc(-c4cccnc4)no2)CCO3)c1 (centres undefined),-8,9%,-23%,i,u,-21%,1%
Cn1nc(C(F)(F)F)c2cc(C(=O)N3CCC4(CCCO4)CC3)sc21,-4,9%,-5%,0%[11.5 µM],-15%,-16%,-7%
COc1ccc(-c2oc3ncn4nc(COc5ccccc5C)nc4c3c2-c2ccc(OC)cc2)cc1,-3,x,12%,x,x,x,-7%
Cc1ccccc1NC(=O)CSc1nc2ccccc2c2nc(CCn3c(C)nc4ccccc43)nn12,2,x,10%,x,x,x,-2%
Cc1ccc(/C=C/c2onc(C)c2S(=O)(=O)N2CCC(C(=O)N3CCOc4ccccc43)CC2)cc1,25,x,16%,x,x,x,-2%
Cc1cnc(CCNC(=O)c2cn(C)cn2)n1C1CC1,5,2%,12%,2%,i,3%,2%
O=C(O)C[C@@H]1CCN(S(=O)(=O)c2ccccc2)C[C@@H]1CCN(CCN1CCOCC1)c1ccccc1,4,-6%,-1%,i,i,i,-5%

# By substructure: those above containing a tert-butyl group.
SMILES,IP6K1 inh,FLuc inh,SNCA expr inhib,GPT2 inh,HEK cytotox,NIH3T3 tox,SNCA viab count
CN1CCN(CCCNC(=O)c2cnn(-c3ccccc3)c2C2CCN(C(=O)OC(C)(C)C)CC2)CC1,-18,x,-4%,x,x,x,1%
CC(C)(C)c1cnc([C@@H]2COCCN2Cc2ccc(Cl)cc2)[nH]1,8,0%[172 µM],-5%[87.6 µM],-8%[88.5 µM],u,u,-11%[87.6 µM]
